Compound activity from PubChem BioAssay.
SKBR3 24h inh: SK-BR-3 proliferation inhibitors | SK-BR-3 viability, CellTiter-Glo ATP luminescence, 24 h; hits give low values | viability, % at 10 µM | 41,000 compounds, 0.47% hits | AID 847;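 active means viability at or below the median of all test compounds minus 3 SD, in both replicates if run twice, cut at about 45% in these data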;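 further: 100% = median untreated cell wells and 0% = median positive control drug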
Active calls of the source: *. This is a subset; the hit share may differ from the screen's.

SMILES	SKBR3 24h inh
COc1cccc(=O)c2c(C)n(C)c(C)c12	87.0
Clc1ccc(NC2=NCCCCC2)cc1	94.5
Cc1ccnc(SCCn2c(N3CCCCC3)nc3c2c(=O)n(C)c(=O)n3C)n1	88.8
Cn1c(=O)c(=O)n(C)c2cc(S(=O)(=O)N3CCc4ccccc43)ccc21	91.6
C=CCn1c(SCc2ccc(C#N)cc2)nnc1-c1cccc(OC)c1	117.2
CCCCC(NC(=O)c1ccc(Cl)cc1)C(=O)O (stereo unspecified)	99.9
CCOC(=O)N1CCC(Nc2nc3ccccc3nc2NS(=O)(=O)c2ccc(Cl)cc2)CC1	85.1
Cc1cc(C(F)(F)F)nn1CC(=O)N1CCCC1	98.7
Cc1noc(NS(=O)(=O)c2ccc(NC(=O)CS(=O)(=O)c3ccccc3)cc2)c1C	99.9
COc1ccc(N2CC(C)Cn3c2nc2c3c(=O)n(Cc3ccccc3F)c(=O)n2C)c(OC)c1 (stereo unspecified)	89.5
O=C(Nn1c(Cc2cccs2)nc2ccccc2c1=O)c1cccs1	77.6
COC(=O)c1ccc(NC(=O)c2ccccc2N(C)S(C)(=O)=O)cc1	101.0
CCOC(=O)C1CCN(C(=O)c2c(-c3c(Cl)cccc3Cl)noc2C)CC1	88.4
CCOCCCNC(=O)N[C@@H](C)C(=O)OC	84.3
COc1cc(C(=O)Nc2nnc(-c3sccc3C)s2)cc(OC)c1OC	84.8
Cc1cc2cc(C(c3nnnn3Cc3ccco3)N3CCc4ccccc4C3)c(=O)[nH]c2cc1C (stereo unspecified)	87.4
CC(c1ccccc1)N1C(=O)c2ccc(C(=O)NCc3ccco3)cc2C1=O (stereo unspecified)	78.6
O=C(c1ccco1)N1C(=O)c2cccc3cccc1c23	100.0
N#Cc1cc2c(nc1SCc1ccccc1)CCCC2=O	83.2
COCCn1c(=O)c2c3c(sc2n(CC(N)=O)c1=O)CCCC3	97.9
O=C(CC1CCCCC1)NCC1CCCO1 (stereo unspecified)	110.5
Cc1cc(C)n2nc(S(=O)(=O)N(C)Cc3ccccc3)nc2n1	95.6
O=C(Nc1ccccc1C(F)(F)F)c1cc(-c2cccc(O)c2)on1	87.5
CCOC(=O)c1c(C)[nH]c(NC(=O)Nc2c(C)n(C)n(-c3ccccc3)c2=O)c1C	101.8
Cc1ccc(N2CC(C(=O)OCC(=O)C(C)(C)C)CC2=O)cc1 (stereo unspecified)	85.2
Cc1sc2ncnc(N[C@@H](CCC(=O)O)C(=O)O)c2c1C	105.1
O=S1(=O)CCC(N=Cc2cc(Br)ccc2O)C1 (stereo unspecified)	106.1
Cc1cc(-c2nnc3sc(C4CCCCC4)nn23)n[nH]1	94.3
Cc1ccccc1NS(=O)(=O)c1cc(C(=O)N2CCCC2)ccc1C	118.6
O=C(NCc1ccco1)c1nc2ncccn2n1	102.2
Cc1nnc(C)n1/N=C/c1cccc(Oc2ccccc2)c1	73.5
CC1(C)CC(=O)C=C(NCCO)C1	101.5
c1ccc2c(CNCCN3CCOCC3)cccc2c1	78.1
N=c1ccn(Cc2ccc(Cl)cc2)cc1	91.6
CCOc1cccc(-c2nnc3sc(-c4cccs4)nn23)c1	123.7
O=C(COc1ccc(S(=O)(=O)NCCc2ccccc2)cc1)N1CCCC1	91.3
O=C(CSc1nc2c(c(=O)n1-c1ccc(F)cc1)SCC2)N1CCCC1	92.5
Cn1c(=O)cc(SCC(=O)NCc2cccnc2)c2ccccc21	87.9
CC1(C)OC(=O)C2(Cc3ccccc3N3CCCCC32)C(=O)O1 (stereo unspecified)	93.8
N[C@@]12CCc3nonc3[C@]1(O)CC(c1ccccc1)=[N+]2[O-]	126.8
Cc1ccc(C(=O)C2CCN(CC(=O)Nc3ccc4c(c3)OCCO4)CC2)cc1	84.4
CNC(=O)C1CCCN1S(=O)(=O)c1ccc(OC)cc1 (stereo unspecified)	81.4
CC(CCO)Nc1nc2c(c(=O)n(C)c(=O)n2C)n1Cc1cccc(Br)c1 (stereo unspecified)	91.2
CCOC(=O)c1ccc(Nc2ccc(-c3ccc(OC)c(OC)c3)nn2)cc1	106.1
c1ccc(-c2csc(N3CCN(c4ccccn4)CC3)n2)cc1	88.9
CCCc1nc(S(=O)(=O)Cc2ccc(Cl)cc2Cl)n[nH]1	93.0
COc1cc(-c2nn3c(C4CCCCC4)nnc3s2)cc(OC)c1OC	80.6
CC(C)CCn1nnnc1C(c1ccc(N(C)C)cc1)N1CCN(C(=O)c2ccco2)CC1 (stereo unspecified)	73.5
COc1ccc(Cl)cc1NC(=O)CSc1nnc(COc2ccccc2)n1N	94.1
NC(=O)CSc1nc2sc3c(c2c2ncnn12)CCCC3	85.8
CC1CCN(S(=O)(=O)c2ccc(NC(=O)CN3CCN(C)CC3)cc2)CC1	92.3
COc1ccc(Nc2ncc3c(n2)CC(c2ccccc2)CC3=O)cc1 (stereo unspecified)	75.2
CCOC(=O)N1CCN(C(=O)c2ccc3c(=O)n(-c4ccc(OC)cc4OC)c(=S)[nH]c3c2)CC1	85.7
O=C(NCCN=C1NS(=O)(=O)c2ccccc21)c1ccc(S(=O)(=O)N2CCOCC2)cc1	92.6
CCN1CCN(C(=O)CN(C)S(=O)(=O)c2ccc(OC)cc2)CC1	83.2
Nc1c(N2CCCCC2)c(=O)[nH]c(=O)n1-c1ccccc1	95.4
CCN1CCN(c2nc(SC)nc3sc4c(c23)CC(C)(C)OC4)CC1	79.7
CCCCOc1ccc(Cl)cc1CSc1nnc(CC)n1N	103.0
CCOc1ccccc1NC(=O)CSc1nc2cccnc2n1C	111.0
O=C(CN1CCC(n2nnc3cc(F)ccc32)CC1)Nc1ccc2c(c1)CCC2	83.5

Other entries follow.
SMILES	SKBR3 24h inh
CCOC(=O)c1[nH]nc2c1C(=O)N(CC)C2=O	81.4
O=C(CSc1nnc(COc2ccccc2)o1)NCCc1ccccc1	83.0
Cc1cc(C)n2nc(Nc3ccccc3)cc2n1	89.1
N#Cc1c(NC(=O)CSCC(=O)O)sc2c1CCCC2	96.8
CSc1cccc(NC(=O)C2CCCN(S(=O)(=O)c3ccc(F)cc3)C2)c1 (stereo unspecified)	88.6
O=C(CN1CCCCCC1)Nc1cccc2c1OCO2	95.1
Cc1cc(NS(=O)(=O)c2ccc(N)cc2)no1	73.0
CC(O)/C=C/c1cccc[n+]1C (stereo unspecified)	97.4
COc1ccc(-c2cn3ccccc3n2)cc1OC	95.0
O=P(COCCO)(c1ccccc1)c1ccccc1	96.4
COc1cc(SC)ccc1C(=O)NCCCOC(C)C	93.0
COC(=O)CS(=O)(=O)c1ccc2c(c1)CC(=O)N2	88.8
CNC(=O)CC(C(=O)O)c1ccc(OC(C)C)cc1 (stereo unspecified)	115.0
O=C(Nc1ccc2nn(-c3ccccc3)nc2c1)c1cccs1	94.8
CC1=CC(=C2C(=O)c3ccccc3C2=O)C=C(C)O1	117.5
Cc1nc2sc(C(c3cccc(F)c3)N3CCC(O)CC3)c(O)n2n1 (stereo unspecified)	63.7
CCOc1ccccc1NC(=O)Cn1cnc2c(cnn2-c2ccc(C)c(C)c2)c1=O	75.4
O=C(Nc1ccn(Cc2ccc(Cl)cc2)n1)c1ccc2c(c1)OCO2	95.2
COC(=O)c1ccccc1NC(=O)Nc1cc(C)cc(C)n1	109.1
O=C(c1ccccc1)N(c1ccccc1)C1C=CS(=O)(=O)C1 (stereo unspecified)	86.4
COc1cc(OC)c(C(=O)Nc2ccc(S(=O)(=O)Nc3ncccn3)cc2)cc1OC	109.0
COCCn1nnnc1C(c1cccs1)N1CCN(c2nc3ccccc3s2)CC1 (stereo unspecified)	96.5
COc1cc(S(=O)(=O)N2CCCCC2)ccc1NC=O	79.0
Clc1cccc(Nc2c3c(nc4ncnn24)CCC3)c1	86.3
COC(=O)c1cn(NC(=O)c2ccncc2)c(=O)c2ccccc12	100.2
O=C(NC1CCCCC1)C1CCN(c2nnnn2-c2ccccc2)CC1	96.2
COc1ccc(N2CCN(Cc3nc(-c4ccc(Cl)cc4Cl)no3)CC2)cc1	85.0
C=CCNC(=O)Nc1ccc(OCC)cc1	115.4
CC(C(=O)N1CCN(C=O)CC1)N1C(=O)c2ccccc2C1=O (stereo unspecified)	117.9
CCSc1cc(C2C(C#N)=C(N)OC(C)=C2C(=O)OC)c(C)o1 (stereo unspecified)	103.7
Cc1cccc(OCC(O)CN2C(C)(C)CC(O)CC2(C)C)c1 (stereo unspecified)	119.6
CCOC(=O)c1ccc2c(c1)nc(SCC(=O)N1CCCCC1)n2CC	85.6
O=C(CN1C(=O)c2ccccc2C1=O)Nc1nnc(C2CCCO2)s1 (stereo unspecified)	90.0
CCC(C)C(=O)N1CCc2cc(-c3csc(N)n3)ccc21 (stereo unspecified)	90.3
Cc1ccc(NC(=O)c2cc(-c3ccco3)on2)cc1C	105.9
CC1Cc2cc(/C(O)=C3/C(=O)C(=O)N(CCN4CCOCC4)C3c3cccc(O)c3)ccc2O1 (stereo unspecified)	94.4
O=C(Nc1cccc(Cl)c1Cl)c1ccncc1	95.3
COc1ccc(/C(O)=C2\C(=O)C(=O)N(Cc3ccco3)C2c2cc(OC)ccc2OC)cc1 (stereo unspecified)	88.8
CC(Sc1ccc2ccccc2n1)C(=O)O (stereo unspecified)	83.2
O=C(Nc1ccc(Cl)cc1)N1CCC(c2nc(-c3cccs3)no2)CC1	65.6

7 structures already listed, sorted by molar mass, lowest first:
SMILES	SKBR3 24h inh
COc1cc(S(=O)(=O)N2CCCCC2)ccc1NC=O	79.0
CCC(C)C(=O)N1CCc2cc(-c3csc(N)n3)ccc21 (stereo unspecified)	90.3
CC(C(=O)N1CCN(C=O)CC1)N1C(=O)c2ccccc2C1=O (stereo unspecified)	117.9
Cc1cccc(OCC(O)CN2C(C)(C)CC(O)CC2(C)C)c1 (stereo unspecified)	119.6
CCSc1cc(C2C(C#N)=C(N)OC(C)=C2C(=O)OC)c(C)o1 (stereo unspecified)	103.7
O=C(NC1CCCCC1)C1CCN(c2nnnn2-c2ccccc2)CC1	96.2
COCCn1nnnc1C(c1cccs1)N1CCN(c2nc3ccccc3s2)CC1 (stereo unspecified)	96.5

(listing goes on)
SMILES	SKBR3 24h inh
Clc1ccccc1-c1nn2c(Cn3cnc4ccccc43)nnc2s1	115.9
CCOC(=O)C1CCCN(C2CC(=O)N(c3cccc(C(F)(F)F)c3)C2=O)C1 (stereo unspecified)	78.4
CCSc1ccccc1C(=O)Nc1cc(C)on1	125.7
Cc1cccc(C)c1NC(=O)CS(=O)CC(=O)NC1CCN(Cc2ccccc2)CC1 (stereo unspecified)	80.9
COC(=O)c1ccccc1S(=O)(=O)N(CCCO)Cc1cc2c(C)ccc(C)c2[nH]c1=O	73.8
O=C(CC12CC3CC(CC(C3)C1)C2)NCO	99.4
COc1ccc(-c2ccc(SCC(=O)NCc3ccco3)nn2)cc1	105.2
O=C(c1ccc(F)cc1)C1CCN(C(=O)N2CCOCC2)CC1	89.7
O=C(NCC1CCCO1)NC1(C(F)(F)F)Oc2ccccc2O1 (stereo unspecified)	83.6
O=C(Nc1ccc(Br)cc1)c1cnccn1	91.5
O=C(c1ncn[nH]1)N1CCN(c2nc(-c3ccccc3)cs2)CC1	87.7
O=C(O)c1ccc2cccc(Cl)c2c1O	85.7
Cc1cc(=O)oc(C)c1C(=O)NCC(C)C	101.4
CCCCn1c(SCC(=O)Nc2nnc(C(C)C)s2)nc2c1c(=O)n(C)c(=O)n2C	60.4
c1ccc(-c2nn3c(Cn4nnc5ccccc54)nnc3s2)cc1	98.6
Cc1cc(OC(=O)c2ccc(S(=O)(=O)N(C)C)cc2)cc(=O)o1	95.2
Cc1ccc(C)n1Cc1ccc(C(=O)O)cc1	93.7
CCCc1nc2oc3c(NCc4ccccn4)ncnc3c2c2c1COC(C)(C)C2	103.4
O=C(CSc1nc2c(cnn2-c2ccc(F)cc2)c(=O)[nH]1)N1CCCc2ccccc21	90.3
COC(=O)C1=C(C)N(c2ccc(OC)c(OC)c2)C(=O)C1	77.3
Cc1cc(=O)oc2cc(NC(=O)CCCC(=O)O)ccc12	85.5
C/C(Cl)=C/Cn1c(SCc2ccc(Cl)cc2)nc2c1c(=O)[nH]c(=O)n2C	110.8
CCOC(=O)N1CCN(CC(=O)Nc2cc(C)nn2-c2nc3ccccc3s2)CC1	62.9
OCCN1CCN(CCSc2ccccc2)CC1	98.1
CCOC(=O)c1[nH]c2ccccc2c1NC(=O)c1nonc1C	91.6
C=CCn1c(SCC(=O)Nc2ccc(C(=O)OC(C)C)cc2)nnc1-c1cccs1	65.9
CC(C)CCNC(=O)[C@H](CC(C)C)NC(=O)[C@H]1O[C@@H]1C(=O)O	102.3
CCOC(=O)c1c(NC(=O)CSc2nnc(CN3CCOCC3)n2C)sc2c1CCCC2	115.8
Cc1cccc(-c2noc(Cc3ccc(Cl)cc3)n2)c1	88.0
CC(=O)c1ccc(NC(=O)C2CCC(C)(C(=O)O)C2(C)C)cc1 (stereo unspecified)	80.4
COc1ccc(S(=O)(=O)N(Cc2ccccc2)Cc2nc3ccccc3c(=O)[nH]2)cc1	81.7
CC(C)OC(=O)c1sc2nc3c(cc2c1N)C(=O)CCC3	70.8
Clc1ccc(Cc2noc(-c3cccs3)n2)cc1	87.3
CCN1CCCC1Cn1cnc2c([nH]c3ccc(Cl)cc32)c1=O (stereo unspecified)	83.9
CC12CCC(C(=O)N3CCCc4ccccc43)(CC1=O)C2(C)C (stereo unspecified)	104.2
O=C(Nc1ccccc1C(F)(F)F)N1CCCC(O)C1 (stereo unspecified)	87.3
O=C(Oc1ccc(N(Cc2cccs2)C2=NS(=O)(=O)c3ccccc32)cc1)c1ccco1	94.5
O=C(NCc1cccs1)c1nn2cccnc2c1Cl	88.1
CCOC(=O)C1C(=O)NC(N2CCOCC2)=NC1c1ccco1 (stereo unspecified)	86.1
CC1(C)CC(=O)C=C(NCCN2CCN(C(=O)Nc3ccccc3)CC2)C1	96.8
O=C(c1ccc2c(c1)OCO2)N1CCCc2ccccc21	101.5
O=C(CNC(=O)c1cnccn1)Nc1ccc(F)c(F)c1F	86.2
Cc1cc(=S)n(-c2ccccc2)n1C	104.9

Compounds above that have a CF3 group, in the order listed:
SMILES	SKBR3 24h inh
Cc1cc(C(F)(F)F)nn1CC(=O)N1CCCC1	98.7
O=C(Nc1ccccc1C(F)(F)F)c1cc(-c2cccc(O)c2)on1	87.5
CCOC(=O)C1CCCN(C2CC(=O)N(c3cccc(C(F)(F)F)c3)C2=O)C1 (stereo unspecified)	78.4
O=C(NCC1CCCO1)NC1(C(F)(F)F)Oc2ccccc2O1 (stereo unspecified)	83.6
O=C(Nc1ccccc1C(F)(F)F)N1CCCC(O)C1 (stereo unspecified)	87.3
